# MCF10A rereplic = induces DNA re-replication in MCF 10a normal breast cells. MCF 10A DNA re-replication, Hoechst nuclear intensity, 48 h. actives 2.9% (n = 350,000). Potency, µM (top dose mostly 46.1 µM), inactives show at the highest dose activity, positive = re-replication, usual class: activators; also: potency is read from the fitted curve at half-maximal effect; % of control where 0% means no effect; nearly all actives have a fitted effect of over 50% in size
# IL-1B inflam inh = inflammasome signaling inhibition, IL-1 beta readout; activity change, % at 57.5 µM; THP-1 LPS/ATP IL-1B secretion, AlphaLISA, 16 h; active compounds read low; actives 4.7% (n = 360,000); AID 743279; in the data active = activity change below about -50%; inconclusive = mostly about -30% to -49%; also: % is scaled to controls: 0 for no effect and ±100 for the full control effect
#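 THP-1 cells pretreated 1 hr with compounds (up to 57.5 uM final), then stimulated with LPS (250 ng/mL final) plus ATP (1.25 mM final); secreted IL-1B measured by AlphaLISA after 16 hr, decreased signal indicating inhibition.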
# HT1080-NT tox = kills 2HG-producing HT-1080-NT fibrosarcoma cells; HT-1080-NT fibrosarcoma viability, CellTiter-Glo ATP luminescence, 48 h; Potency, µM (titrated, usually from 46.1 µM), for the others: at the highest dose activity, negative = less viability, most hits filed as cytotoxic; actives 1.6% (n = 360,000); AID 686970;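 also: NT is the 2HG producing partner of a matched IDH1 knockdown line; potency is read from the fitted curve at half-maximal effect; 0% = DMSO-treated cells and -100% = media-only wells without cells; nearly all actives have a fitted effect of over 55% in size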
#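 Viability of the 2HG-overproducing fibrosarcoma line after 48 hours of compound exposure at 37 degrees C was determined by luminescence with CellTiter-Glo, and concentration-effect curves were then fitted and categorized.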
# SW480 rerep = induces DNA re-replication in SW480 colon adenocarcinoma cells. SW480 DNA re-replication, Hoechst DNA content imaging, 48 h. Potency, µM (highest dose often 46.1 µM), inactives show at the highest dose re-replication activation, actives largely listed as activators. actives 1.8% (n = 340,000); also: potency is read from the fitted curve at half-maximal effect; % of control where 0% means no effect; nearly all actives have a fitted effect of over 55% in size
#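 Quantitative HTS format with DMSO vehicle controls; 48 hr drug incubation at 37 C, then 40 min Hoechst staining and scanning imager measurement at 405 nm excitation.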
# KB-3-1 tox = KB-3-1 parental cell cytotoxicity; actives 1.4% (n = 400,000); Potency, µM (series often up to 46.1 µM), inactives show at the highest dose activity change, negative = cytotoxic, hits mostly cytotoxic; AID 1347075; KB-3-1 viability, CellTiter-Glo ATP luminescence, 72 h; also: potency is read from the fitted curve at half-maximal effect; % is scaled to controls: 0 for no effect and ±100 for the full control effect; nearly all actives have a fitted effect of over 60% in size
#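 Using CellTiter-Glo luminescence, growth of non-resistant KB-3-1 adenocarcinoma cells is assessed 72 h after pin-tool compound addition at 37 °C. Normalized responses across the concentration series yield fitted curves.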
# HT1080 IDH1KD tx = kills HT-1080 cells with IDH1 knockdown. Potency, µM (top dose mostly 46.1 µM), for the others: top-dose activity, negative = toxicity, hits mostly cytotoxic. actives 2% (n = 360,000). AID 686971. HT-1080 IDH1 knockdown viability, ATP luminescence, 48 h;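 also: potency is read from the fitted curve at half-maximal effect; 0% = DMSO wells and -100% = cell-free medium wells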
#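 IDH1KD HT-1080 cells, 750/well, RPMI + 5% FBS; compound pinned after 2 h settling; 48 h, 37 °C; CellTiter-Glo luminescence; % activity normalised to DMSO and no-cell wells; curves fitted, classed by r2 and efficacy.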
# ATXN viability = cell viability loss in ATXN counter-screen; actives 0.49% (n = 400,000); Potency, µM (highest dose often 56.7 µM), usual class: cytotoxic; S2 cells (HEK-293 line with an ATXN2-luciferase reporter) viability, CellTiter-Fluor protease fluorescence, 24 h; AID 651635; also: potency is read from the fitted curve at half-maximal effect; nearly all actives have a fitted effect of over 40% in size
# KB-V1 MDR tox = kills drug-selected multidrug resistant KB-V1 cells; AID 1347076; actives 3.4% (n = 400,000); Potency, µM (titrated, usually from 46.1 µM), without a hit: at the highest dose activity change, negative = cytotoxicity, most hits filed as cytotoxic; KB-V1 MDR cells viability, CellTiter-Glo, 72 h; also: potency is read from the fitted curve at half-maximal effect; % is scaled to controls: 0 for no effect and ±100 for the full control effect; nearly all actives have a fitted effect of over 60% in size
#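 Readout: CellTiter-Glo luminescence, 10 min after addition. Cells: KB-V1 MDR subline, 72 h at 37 degrees C with compound. Analysis: corrected, normalized data fitted to concentration-effect curves.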
# ATXN2 expr inh = reduces ATXN2 reporter expression in HEK-293 cells; AID 1745845; HEK-293 ATXN2-luciferase reporter, luminescence, 24 h; Potency, µM (doses to about 57 µM), inactives show at the top dose activity change, negative = inhibition, hits mostly inhibitors; actives 0.72% (n = 360,000); also: potency is read from the fitted curve at half-maximal effect; % is scaled to controls: 0 for no effect and ±100 for the full control effect; nearly all actives have a fitted effect of over 55% in size
#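 qHTS (up to 57 uM final) was run with 24 h compound exposure of reporter cells at 37 °C. Each well was multiplexed: SteadyGlo luminescence measured ATXN2-luciferase expression after a fluorogenic Gly-Phe-AFC viability readout (25 uM final).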
# Numbers without * were called inactive; i = inactive; ? = inconclusive; . = no result given; & = joins results of further samples; [ ] = remark or other dose. Unless noted, calls follow the shape of the dose curve; as a rule, active = well fitted curve in the direction sought with a large enough effect; inconclusive = small, poorly fitted or top-dose-only effect, or another doubt; inactive = no such curve, though single readings can be large; an effect the other way counts as inactive or inconclusive.
SMILES,MCF10A rereplic,IL-1B inflam inh,HT1080-NT tox,SW480 rerep,KB-3-1 tox,HT1080 IDH1KD tx,ATXN viability,KB-V1 MDR tox,ATXN2 expr inh
CC(C)C[C@H](NC(=O)C1CC(=O)N(c2ccc3c(c2)OCCO3)C1)C(=O)NC1CCCC1 (stereo not given in full),17.0%,5.9,7.6%,-2.0%,2.3%,12.5%,i,1.2%,.
COc1ccc(CNS(=O)(=O)c2csc(C(N)=O)c2)cc1OC,0.0%,6.9,3.3%,3.3%,9.5%&8.3%,15.7%,i,?,-3.2%&3.9%
COc1ccc(Cl)cc1S(=O)(=O)NCc1cccnc1,17.1%,5.1,15.9%,-6.2%,-2.6%,4.6%,i,8.4%,3.1%
O=C(Nc1nnc(S(=O)(=O)N2CCOCC2)s1)c1ccccc1,-0.2%,-5.7,0.0%,-6.7%,-2.3%,1.8%,i,15.4%,29.5%
COc1ccc(C(=O)NCc2nc(C)c(C)s2)cc1OC1CCN(C(C)C)CC1,2.2%,9.7,1.7%,-1.5%,15.4%,-8.6%,i,5.6%,-5.5%
Cc1ccc(CN2CCC(C(=O)Nc3cccc(-c4cccc(F)c4)c3)CC2)o1,-2.6%,-0.8,-10.7%,-2.1%,-6.5%,-3.1%,i,-2.1%,.
Cc1ccccc1OCC(=O)N(Cc1ccco1)c1c(N)n(Cc2ccccc2)c(=O)[nH]c1=O,-0.4%,0.0,9.8%,-0.8%,0.1%,2.0%,.,0.0%,.
CCOC(=O)c1ccc(NC(=O)C2CCN(C(=O)c3ccc(OC)c(OC)c3)CC2)cc1,-4.2%,-13.9,-4.5%,-1.1%,-20.0%,-13.9%,i,-22.8%,-11.7%
Cc1ccc(S(=O)(=O)CCC(=O)OCC(=O)Nc2cc(S(=O)(=O)N3CCOCC3)ccc2Cl)cc1,15.1%,-4.3,3.3%,-2.5%,-1.6%,18.1%,i,0.9%,5.0%
COc1cccc(CNC(=O)c2nnn(CC(=O)Nc3c(C)cccc3C)c2N)c1,7.8%,-13.1,-13.4%,-15.6%,-6.2%,-15.4%,i,-13.2%,-1.2%
COc1cc(SC)ccc1C(=O)N(Cc1ccccc1)c1ccccn1,-5.0%,-18.7,4.0%,1.2%,-1.5%,11.6%,i,-22.8%,-11.2%
CCC1=C([N+](=O)[O-])C(c2ccc3c(c2)OCO3)NC(=O)N1 (stereo not given),?,-16.1,1.8%,2.4%,-0.7%,1.7%,i,-5.2%,?

# The last 4 records of the part above come first, to join the parts.
SMILES,MCF10A rereplic,IL-1B inflam inh,HT1080-NT tox,SW480 rerep,KB-3-1 tox,HT1080 IDH1KD tx,ATXN viability,KB-V1 MDR tox,ATXN2 expr inh
Cc1ccc(S(=O)(=O)CCC(=O)OCC(=O)Nc2cc(S(=O)(=O)N3CCOCC3)ccc2Cl)cc1,15.1%,-4.3,3.3%,-2.5%,-1.6%,18.1%,i,0.9%,5.0%
COc1cccc(CNC(=O)c2nnn(CC(=O)Nc3c(C)cccc3C)c2N)c1,7.8%,-13.1,-13.4%,-15.6%,-6.2%,-15.4%,i,-13.2%,-1.2%
COc1cc(SC)ccc1C(=O)N(Cc1ccccc1)c1ccccn1,-5.0%,-18.7,4.0%,1.2%,-1.5%,11.6%,i,-22.8%,-11.2%
CCC1=C([N+](=O)[O-])C(c2ccc3c(c2)OCO3)NC(=O)N1 (stereo not given),?,-16.1,1.8%,2.4%,-0.7%,1.7%,i,-5.2%,?
Cc1nc(C)c(-c2ccc(SCC(=O)Nc3cccc(Cl)c3)nn2)s1,12.4%,2.6,-1.6%,-4.3%,-20.9%,-18.1%,i,-11.4%,-20.9%
Cc1ccc(-c2c(C)n([O-])c3c([n+]2=O)CCC3)cc1,8.3%,12.3,-3.9%,-1.0%,0.5%,-12.2%,i,0.0%,-10.9%
CCOC(=O)c1c(C)[nH]c(NC(=O)NNC(=O)c2ccccc2Cl)c1C,-0.8%,-15.6,6.2%,14.8%,-29.0%,3.0%,i,-1.8%,5.8%
CN(c1ccccc1)S(=O)(=O)c1cc(Cl)ccc1Cl,1.2%,3.5,16.7%,2.2%,11.0%,15.2%,i,16.4%,14.5%
Cc1ccc(C(=O)N/C(=C\c2cccs2)C(=O)NCCc2c[nH]c3ccccc23)cc1C,9.5%,-23.5,-15.8%,3.8%,-27.2%,-6.9%,i,-7.9%,15.9%
O=C(CCCCn1c(=O)c2ccccc2n(CC(=O)Nc2ccccc2)c1=O)NCc1ccco1,-1.5%,14.6,-1.9%,-1.5%,0.0%,-7.6%,i,0.0%,-14.3%
Cc1ccc(C)c(Cn2c3ccccc3c3cnn(CC(=O)NCCc4ccccc4)c(=O)c32)c1,.,.,.,.,0.6%,.,i,8.8%,3.1%
CCN(CC)CCNc1ccc(C)c2sc3ccc(O)cc3c(=O)c12,4.7%,-100.8*,-22.9%,?,?,?,.,4.61µM*,?
O=C(COC(=O)c1ccccc1F)Nc1cc(S(=O)(=O)N2CCOCC2)ccc1N1CCCC1,16.8%,4.2,1.0%,-2.0%,5.7%,7.6%,i,2.1%,-24.0%
NC(=O)CSc1nnc(-c2ccc(S(=O)(=O)N3CCCCC3)cc2)n1-c1ccccc1,8.5%,25.0,3.5%,9.1%,7.4%,8.2%,i,-10.7%,-6.6%
O=C(O)CSc1nnc(COc2ccccc2)n1-c1ccccc1,-0.1%,-7.6,11.1%,1.0%,0.4%,-0.6%,?,12.2%,.
CCOc1cccc(CNn2cnnc2)c1OCc1ccccc1Cl,?,-7.4,-0.2%,0.1%[9.22 µM],-27.3%,3.0%,i,-9.6%,1.8%
COc1cc(C(=O)NCC2CCCN2S(=O)(=O)c2cccs2)cc(OC)c1OC (stereo not given),6.1%,13.6,-15.0%,?,-1.8%,-10.4%,i,-6.6%,-19.0%
O=C(Nc1ccc(N2CCOCC2)cc1N1CCOCC1)c1ccccc1,11.5%,-1.9,-3.2%,-2.3%,-4.8%,-8.6%,i,23.3%,2.6%
O=S1OC(c2ccccc2)c2cc(Cl)ccc21 (stereo not given),-65.4%[inhibitor],-110.8*,-3.9%,-6.0%,0.0%,-11.2%,i,-12.0%,-10.6%
CC1(C)Cc2c(cnn2-c2ccccc2)C(NC(=O)CCN2CCCCO2)C1 (stereo not given),-28.5%,-11.8,-5.9%,5.1%,-8.8%,6.8%,?,-16.3%,0.1%
COc1cc(C2(c3ccc(O)c(OC)c3)C(=O)Nc3c(C)cc(Br)cc32)ccc1O,?,-102.2*,?,-12.4%,-3.9%,?,?,0.2%,-38.2%
COCCN(C(=O)CSc1nnc(C)n1Cc1ccccc1)c1c(N)n(Cc2ccccc2)c(=O)[nH]c1=O,-2.5%,2.4,?,-19.4%,21.5%,24.6%,i,19.7%,-0.9%[11.3 µM]
CC(C)(C)n1nnnc1C(C1CC1)N1CCN(C/C=C/c2ccccc2)CC1 (stereo not given),.,-15.4,0.1%,.,0.0%,5.9%,?,10.6%,3.1%
Cc1cc(C)c(S(=O)(=O)Nc2ncn[nH]2)cc1C,-3.8%,-3.3,19.2%,-3.6%,7.4%,-1.8%,i,-1.3%,-16.4%
CCN(C(=O)CSc1ccc(S(=O)(=O)N2CCOCC2)cn1)c1ccccc1,-3.9%,-20.7,3.5%,-5.3%,-2.7%,-13.3%,i,?,.
CC1(C)Cc2nc3oc4c(=S)nc[nH]c4c3cc2CO1,25.4%,-11.9,1.4%,?,-0.7%,3.2%,i,?,37.1%
O=C(/C=C/c1ccc(-c2cccc([N+](=O)[O-])c2)o1)N1CCOCC1,13.5%,-0.7,-20.0%,-6.5%,13.9%,-22.3%,i,?,40.3%[activator]
CC1CCN(S(=O)(=O)c2cn(C)c(=O)n(C)c2=O)CC1,0.7%,15.5,-14.7%,-5.6%,-8.6%,-5.3%,i,-11.3%,-6.0%
CCOc1ccc(CC(=O)OCN2C(=O)c3ccccc3C2=O)cc1,-3.0%,10.0,13.0%,-2.6%,-4.4%,7.8%,i,10.5%,8.1%
Cc1cc(OCC(=O)NNC(=O)c2ccncc2)cc(C)c1Cl,4.0%,8.0,-7.8%,11.3%,-9.2%,-2.5%,i,4.6%,-7.3%
Cc1ccc(S(=O)(=O)NNC(=O)c2cc([N+](=O)[O-])c(C)c([N+](=O)[O-])c2)cc1,-3.4%,-5.6,1.2%,-1.0%,-6.8%,-2.3%,i,-4.5%,-17.1%
Cc1ccc(CNc2ncc(-c3ccc4c(c3)OCO4)n2C)cc1,12.0%,-9.0,-19.5%,-0.7%,-1.9%,-11.2%,?,-1.5%,-5.3%
O=C(CNC(=O)OCc1ccccc1)Nc1ccc(F)cc1,2.7%,12.1,-4.7%[9.24 µM],-10.9%,10.2%,-4.0%,i,?,-10.4%
COc1ccc(N(CC(=O)Nc2c(C)cccc2C)S(=O)(=O)c2ccccc2[N+](=O)[O-])c(OC)c1,15.9%,?,-7.0%,-9.3%,0.5%,-0.8%,?,-17.9%,-33.5%
CC(=O)NCCc1ccc(O)cc1,-1.8%,14.5,13.1%,1.5%,15.0%,-0.3%,i,21.3%,-4.3%
Cc1cc(=O)[nH]c(N/N=C/c2c(C)oc3ccccc23)n1,7.7%,0.3,11.8%,-7.3%,8.7%,19.4%,i,-12.8%,-2.3%
O=C1COc2ccc(OCc3ccc(F)cc3)cc21,1.5%,0.0,-1.0%,-0.1%,1.1%,7.6%,i,-13.3%,31.9%[activator]
CCCCCCC(c1c(C)n(C)n(-c2ccccc2)c1=O)c1c(C)n(C)n(-c2ccccc2)c1=O,2.5%,-12.2,-10.4%,0.4%,7.1%,-16.2%,?,5.1%,-14.7%
O=[N+]([O-])c1cccnc1N1CCC(c2cc(-c3ccc(Cl)cc3Cl)n[nH]2)CC1,?,0.0,?,?,-6.5%,?,i,-30.6%,?

# Assay outcomes as filed in PubChem.
